Cycloheximide cs = counter-screen hit for Shiga toxin inhibitors, cycloheximide; cell reporter, cycloheximide protein synthesis inhibition counterscreen; max response, %; 300,000 tested, 12% active; in the data active means max response mostly above about 13%, no sharp cut-off; inactive means mostly below about 14%; further: read at 38.3 µM for the half of the compounds with a filed dose; 0% is about no effect
Sm TGR inh = inhibitors of Schistosoma mansoni thioredoxin glutathione reductase; Q962Y6; purified TGR, DTNB reduction, TNB absorbance 405 nm; Potency, µM (highest dose often 114 µM), without a hit: at the highest dose activity change, negative = inhibition, actives largely listed as inhibitors; 360,000 tested, 3% active; further: potency means the concentration at half of the fitted maximal effect; on the % scale 0 is the no-effect control and ±100 the full control effect; nearly all actives have a fitted effect of over 60% in size
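TGR 20 nM + NADPH 100 uM (dispensed conc.), cpd preinc 15 min RT; start with NADPH (500 uM addition) then DTNB (15 mM addition). Kinetic TNB absorbance, 405 nm filter. Four-parameter Hill fit across titration.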
Pf growth 96h = P. falciparum growth inhibition at 96 hour, primary screen for plastid delayed-death inhibitors | P. falciparum luciferase reporter growth, 96 h | Potency, µM (highest dose often 28.7 µM), for inactives: top-dose activity change, negative = inhibition, actives largely listed as inhibitors | 320,000 tested, 6.9% active | AID 504834; further: potency means the concentration at half of the fitted maximal effect; on the % scale 0 is the no-effect control and ±100 the full control effect
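Plates of compound plus infected erythrocytes (2% hematocrit, 0.05% parasitemia final) incubate 96 hours, 37 C, 5% CO2. Detection reagent added; reduced luminescence from the parasites' luciferase reporter flags inhibition.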
Giardia FBPA inh = inhibitors of Giardia lamblia fructose-1,6-bisphosphate aldolase | purified Giardia FBPA | 290,000 tested, 0.71% active | Potency, µM (highest dose often 59.6 µM), for the others: top-dose activity, negative = inhibition, usual class: inhibitors | A8B2U2; further: potency means the concentration at half of the fitted maximal effect; on the % scale 0 is the no-effect control and ±100 the full control effect; nearly all actives have a fitted effect of over 55% in size
Target sequence (A8B2U2 whole entry, looked up): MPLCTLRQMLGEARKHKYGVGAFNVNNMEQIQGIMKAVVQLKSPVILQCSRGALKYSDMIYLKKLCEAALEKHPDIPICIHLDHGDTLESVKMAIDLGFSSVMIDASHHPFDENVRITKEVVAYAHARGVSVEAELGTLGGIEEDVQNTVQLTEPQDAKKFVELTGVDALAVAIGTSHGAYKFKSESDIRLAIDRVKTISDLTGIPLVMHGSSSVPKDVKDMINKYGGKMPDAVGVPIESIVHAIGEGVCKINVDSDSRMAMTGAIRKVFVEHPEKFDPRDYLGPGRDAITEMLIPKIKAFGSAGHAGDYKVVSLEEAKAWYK
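40 nM FBPA preincubated 10 min at RT with compound (up to 57.5 uM final), then substrate plus GAPDH/TPI/NAD/arsenate coupling and diaphorase/resazurin added. Fluorescence read after 20 min at RT, 525/598 nm.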
Shiga inhibitor = blocks Shiga toxin action in Vero cells; Vero cells, Shiga toxin protein synthesis inhibition reporter; inhibition, % at 38.7 µM; 290,000 tested, 9.2% active; AID 2315; in the data active means inhibition mostly above about 28%, no sharp cut-off; inactive means mostly below about 43%; further: 0% is about no effect
Pf growth 48h = inhibits P. falciparum growth in the first generation, 48 h; Potency, µM (series often up to 28.7 µM), for inactives: at the top dose activity change, negative = inhibition, most hits filed as inhibitors; 310,000 tested, 5.9% active; P. falciparum luciferase growth in erythrocytes, 48 h; AID 504832; further: potency means the concentration at half of the fitted maximal effect; on the % scale 0 is the no-effect control and ±100 the full control effect
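First compound was added to culture medium, then infected red cells at 0.1% parasitemia and 2% hematocrit (final). After incubation at 37 C under 5% CO2, luciferase detection reagent was dispensed and light output recorded.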
* hit, by the source's call; ? = inconclusive; · = no result given; & = joins results of further samples; ! = repeats disagree; [ ] = dose if it differs, or a comment. Unless noted, the call rests on the fitted dose curve; in most records, active means well fitted curve in the direction sought with a large enough effect; inconclusive means small, poorly fitted or top-dose-only effect, or another doubt; inactive means no such curve, though single readings can be large; an effect the other way counts as inactive or inconclusive.

SMILES	Cycloheximide cs	Sm TGR inh	Pf growth 96h	Giardia FBPA inh	Shiga inhibitor	Pf growth 48h
Cc1ccccc1N(CC(=O)Nc1ccc(F)cc1)S(C)(=O)=O	-1	5%	·	1%	-5	9%
CNC(=O)/C(C#N)=C/c1cccc(Oc2ccccc2)c1	42*	-5%	0%	-7%	64*	-16%
CSc1ccccc1OCc1cc(C(=O)N(C)CCc2c(C)n[nH]c2C)no1	15	-2%	-1%	·	-3	?
COc1cccc(CN2CCN(Cc3nc(C(C)C)cs3)CC2CCO)c1 (stereo not drawn)	1	0%[57.1 µM]	-19%	-1%	-10	-7%
COc1ccccc1NC(=O)c1cc([N+](=O)[O-])ccc1N1CCOCC1	5	-4%	?	15%	1	-10%
CC1(C)S[C@@H]2[C@H](NC(=O)COc3ccccc3)C(=O)N2C1C(=O)OCc1cc2ccccc2n1S(=O)(=O)c1ccccc1 (stereo partly drawn)	-3	-14%	13µM*	4%	-12	-16%
CN=C(NC(=O)Nc1c(C)cccc1C)NC(=O)Nc1c(C)cccc1C	11	-2%	?	0%	-5	?
Fc1ccc(N/N=C(/c2ccccc2)c2ccccn2)cc1	30*	3%	5.2µM*	-21%	13	?
CCOc1ccccc1CN1CCN(Cc2c[nH]c3ccccc23)CC1CCO (stereo not drawn)	-2	-23%	?	0%	-9	?
N#Cc1ccccc1NCC(=O)N1CCN(S(=O)(=O)c2ccccc2)CC1	·	?	?	·	·	?
O=C1[C@@H]2[C@@H]3C[C@@H]([C@H]4ON=C(c5ccc(OCc6ccccc6)cc5)[C@@H]34)[C@@H]2C(=O)N1c1ccc2c(c1)OCO2	8	-1%	?	-2%	2	?
O=c1cc(-c2ccc(O)cc2)oc2c(C3OCC(O)C(O)C3O)c(O)c(C3OC(CO)C(O)C(O)C3O)c(O)c12 (stereo not drawn)	-5	17%	?	-11%	-9	21%
Cc1cc(NC(=O)C2Oc3ccccc3OC2C)no1 (stereo not drawn)	8	·	13%	1%	9	?
CC(C)CC(=O)Nc1nnc(SCC(=O)Nc2ccc(F)cc2)s1	-1	-3%	36%[activator]	3%	-21	-24%
COc1ccccc1OCCCCn1ncc2ccc(OC)c(OC)c2c1=O	-1	5%	-13%	4%	-7	4%[0.00184 µM]
O=C1Nc2ccccc2Oc2cc([N+](=O)[O-])ccc21	31	-21%	17%	-22%	42	-7%
Cc1cccc(C(=O)NNS(=O)(=O)c2ccccc2)c1O	0	-1%	-3%	-11%	16	1%
CN1C(=O)c2cccc(NC(=O)Cc3ccccc3)c2C1=O	-4	2%	21%	5%	-16	·
COc1ccc(N(C(=O)c2ccc(S(=O)(=O)N3CCOCC3)cc2)C2C=CS(=O)(=O)C2)cc1 (stereo not drawn)	-2	1%	?	3%	-12	-9%
Cc1cccn2c(=O)c(/C=C(\C#N)C(=O)NC3CCS(=O)(=O)C3)c(Oc3ccc(F)cc3)nc12 (stereo not drawn)	2	-29%	?	-9%	-10	?
Cc1cc(Cl)cc(Cl)c1OCCOc1cccc2cccnc12	9	-13%	4.1µM*	-6%	13	·
Oc1ccc2c(ccc3[nH]cnc32)c1	28*	-4%	62%[activator]	-13%	51*	?
Cc1cc(C)c(S(=O)(=O)N(CC(=O)O)C2CCCCC2)c(C)c1	-2	-20%	·	12%	-5	3%
COc1ccc(Cl)cc1C(=O)NNC(=O)c1csc(N2CCOCC2)n1	·	-4%	0%	·	·	-2%
CN(C)c1cnn(-c2ccccc2)c(=O)c1Cl	43*	-2%	21%	4%	146*	40%[activator]
O=S(=O)(NC1CCCCC1N1CCN(c2ccccc2F)CC1)c1ccccc1 (stereo not drawn)	7	-18%	?	-4%	-14	?
COc1ccccc1N1Cc2ccc(OC)c(OC)c2C1=O	7	2%	43%[activator]	3%	20	5%
Cc1ccc(-n2c(SCC(=O)NCc3ccco3)nc3sc(C)c(C)c3c2=O)cc1	11	18%	·	-2%	18	-2%
COc1ccc(CNC(=O)C2CCCN2C(=O)NCc2ccccc2)cc1 (stereo not drawn)	5	6%	212%[activator]	0%	7	?
CC1CCCCN1S(=O)(=O)c1ccc(C(=O)Nc2nnc(C3=COCCO3)o2)cc1 (stereo not drawn)	1	0%	?	·	-10	-8%
O=S(=O)(c1ccccc1)[C@@]1(c2ccc(Br)cc2)C[C@@H]2ON=C(c3cccc(Br)c3)[C@@H]2C1	·	0%	?	·	·	9.3µM*
O=C(NC1CCCC1)C(=O)c1c[nH]c2ccccc12	49*	2%	4%	·	61*	53%[activator]
Cc1cccc(Nc2nc(C)cc(C)c2C#N)c1	-2	-3%	?	6%	·	20%
CCOc1ccc(C(=S)N2CCCC2)cc1OCC	-7	-8%	?	-18%	-13	5%
CCN(CC)c1ccc(N2C(=O)C3CCCCC3C2=O)cc1[N+](=O)[O-] (stereo not drawn)	-1	-2%	17%	-18%	0	21%
COc1ccccc1N1CCN(Cc2cccc(OC)c2OC)CC1	-1	6%	·	-25%	-7	-6%
Cc1ccc(NC(=O)c2ccccc2OCc2c(C)noc2C)cc1S(=O)(=O)N(C)C	·	-15%	?	·	·	?
CN1CCN(c2ncc(C=O)s2)CC1	5	4%	-21%	-2%	2	12%
CNc1ccc2nnc(C(F)(F)C(F)(F)C(F)(F)F)n2n1	6	14%	-16%	-1%	16	3%
O=C(/C=C/c1ccc(F)cc1)N1CCc2ccccc2C1	·	-5%	38%[activator]	·	·	63%[activator]
CCN(CCn1cccn1)Cc1cn[nH]c1-c1ccc(OC)cc1F	1	-3%	16%	0%	-6	2%
COc1ccc2c(=O)c3c(=O)n(-c4ccc(C)cc4)c(-c4ccccc4)nc3oc2c1	1	10%	?	4%	11	?
CCCCOc1ccc(-c2nnc(-c3ccncc3)o2)cc1	17*	1%	28%	-1%	56	?
O=[N+]([O-])c1cc2c(cc1Br)CCN2	-6	3%	?	-8%	10	6%
COc1ccc(CN=C(C#N)C2=C(O)c3ccccc3C2=O)cc1	12	8%	36%[activator]	-20%	14	?
COC(=O)C1=C(N)Oc2cc(C)[nH]c(=O)c2C1c1ccccc1OC (stereo not drawn)	1	0%	27%	2%	18	-4%
CCCCCCOc1ccc(/C(C)=N/NC2=NCCN2)cc1	2	1%	-8%	?	-9	?
Cc1ccccc1NC(=S)NC(=O)Cc1ccc(Cl)cc1	-3	?	?	5%	-4	?
c1ccc(N2CCOCCOCCOCCOCCOCC2)cc1	-3	11%	6%	1%	-16	-1%
O=C(OCCN1C(=O)CCC1=O)c1ccc(S(=O)(=O)N2CCCCC2)cc1	-7	2%	1%	-2%	-25	19%
Cn1c(-c2ccccc2)cnc1NCc1ccc(-c2ccccc2)cc1	-2	13%	?	?	-3	26%
CCCOC(=O)c1ccc(O)c(OC)c1	4	-23%	33%[activator]	3%	14	10%
CCc1c(C)nc2cc(-c3cccc(Br)c3)[nH]n2c1=O	38*	0%	0%	?	80*	?
O=C(CCc1nnc(-c2ccccc2)o1)NCc1cc(F)ccc1F	17*	0%	?	4%	29	-10%
CCC1SC2=NCCN2C1(O)c1ccc(Cl)cc1 (stereo not drawn)	-1	14%	98%[activator]	0%	1	?
COc1ccc(CCNc2ncnc3c2[nH]c2cc(OC)c(OC)cc23)cc1OC	-1	-14%	1.9µM*	-3%	-8	?
O=C(Cc1ccc(-n2c(=O)c3sccc3n(CC(=O)Nc3ccccc3)c2=O)cc1)NCc1ccco1	10	-3%	82%	13%	-6	-1%
c1ccc(CSc2nc3ncncc3[nH]2)cc1	3	13%	-23%	-17%	40	-4%
Cc1cccc(-c2nc(CS(=O)CC(=O)N3CCN(C)CC3)c(C)o2)c1 (stereo not drawn)	-5	?	7.4µM*	0%	-12	·
CCCCOC(=O)C1=C(C)Nc2ncnn2C1c1cccc(OC)c1OC (stereo not drawn)	-5	-13%	0%	6%	-1	?

Sorted by count of non-hydrogen atoms (falling): part of the list above.
SMILES	Cycloheximide cs	Sm TGR inh	Pf growth 96h	Giardia FBPA inh	Shiga inhibitor	Pf growth 48h
O=C(Cc1ccc(-n2c(=O)c3sccc3n(CC(=O)Nc3ccccc3)c2=O)cc1)NCc1ccco1	10	-3%	82%	13%	-6	-1%
COc1ccc(CCNc2ncnc3c2[nH]c2cc(OC)c(OC)cc23)cc1OC	-1	-14%	1.9µM*	-3%	-8	?
O=C(OCCN1C(=O)CCC1=O)c1ccc(S(=O)(=O)N2CCCCC2)cc1	-7	2%	1%	-2%	-25	19%
O=C(CCc1nnc(-c2ccccc2)o1)NCc1cc(F)ccc1F	17*	0%	?	4%	29	-10%
CCC1SC2=NCCN2C1(O)c1ccc(Cl)cc1 (stereo not drawn)	-1	14%	98%[activator]	0%	1	?
CCCOC(=O)c1ccc(O)c(OC)c1	4	-23%	33%[activator]	3%	14	10%

Carrying on:
SMILES	Cycloheximide cs	Sm TGR inh	Pf growth 96h	Giardia FBPA inh	Shiga inhibitor	Pf growth 48h
CCOC(=O)/C=C/C(=O)Nc1nccs1	15*	40µM*	86%[activator]	8%	19	?
Cn1c(N)c(S(=O)(=O)NCc2ccc(Cl)cc2)c(=O)n(C)c1=O	-3	-9%	23%	7%	-4	-24%
NS(=O)(=O)c1ccc(NC(=S)NCc2ccccc2)cc1	2	-23%	?	-6%	-12	20%
Cn1ccnc1SCC(=O)n1c2c(c3ccccc31)CCCC2	2	-4%	47%[activator]	-16%	-4	18%
Cc1cccc(N2CCN(Cc3c(C)n(C)n(-c4ccccc4)c3=O)CC2)c1C	1	-7%	?	-14%	-6	?
O=[N+]([O-])c1cc(S(=O)(=O)C(F)(F)F)ccc1Sc1nc2ccccc2s1	-1	14µM*	9.3µM*	-13%	-3	?
Cc1cccc(NC(=O)NC(C)C(c2cccs2)N2CCOCC2)c1 (stereo not drawn)	-1	-9%	?	-5%	5	-13%
Cc1nc2ccc3[nH]snc3c2n1	-5	-14%	-2%	?	32	0%
CC(CCc1ccccc1)NC(=O)CCC(=O)N1CCC(C(=O)O)CC1 (stereo not drawn)	-3	-2%	-17%	11%	·	4%
O=C(O)Cn1cc(CN2CCOCC2)c2ccccc21	-2	-31%	5%	2%	·	15%
Cc1ccc(NC(=O)/C(=C/c2cccs2)NC(=O)c2ccco2)cc1	-10	-2%	?	6%	-12	?
CCOc1ccc2nc(SCc3cccc(C)c3)nc(C)c2c1	6	0%	-4%	-7%	27	18%
COc1ccc(-n2nnnc2CNC(=O)c2ccc3c(c2)OCO3)cc1	·	-3%	5%	·	·	21%
O=C1N=C(N2CCOCC2)S/C1=C/c1cccs1	25*	-18%	12µM*	-1%	20	-26%
CC(=O)c1ccc(OCC(O)CN2CCN(Cc3ccc4c(c3)OCO4)CC2)cc1 (stereo not drawn)	-4&-3	-2%&-10%	4.1µM*!	-14%&-20%	-5&-8	-3%&-23%
COc1ccc(C2CC(=O)c3cnc(NC(=O)c4cc(OC)cc(OC)c4)nc3C2)cc1 (stereo not drawn)	-1	0%	-26%	18%	-2	-15%
CC(C)CCN1CCN(Cc2cc(F)ccc2-n2cccn2)CC1CCO (stereo not drawn)	9	·	25%	2%	-5	1%
CC(=O)C1=C(O)C(=O)N(c2ccc(F)cc2)C1c1ccc(C)cc1 (stereo not drawn)	-4	-17%	?	-15%	·	9%
Cc1cc(-c2ccc(S(=O)(=O)N3CCN(c4ccccc4F)CC3)s2)on1	-4	3%	?	-4%	-5	-17%
Cn1c(=O)c(C(=O)CN2CCN(Cc3ccc4c(c3)OCO4)CC2)c(N)n(Cc2ccccc2)c1=O	-3	1%	-1%	-4%	-3	-22%
Cc1ccccc1CN1CCCNC1=O	-3	?	·	-22%	-3	·

Bioassay records as filed in PubChem BioAssay.
